# Screening data from PubChem BioAssay.
# IL1B secr inh = qHTS for Inhibitors of Inflammasome Signaling: IL-1-beta AlphaLISA Primary Screen. activity change, % at 57.5 µM. AID 743279, 2014. THP-1 LPS/ATP IL-1B secretion, AlphaLISA, 16 h; stronger effect = lower value. 360,000 tested, 4.7% active; in the data active = activity change below about -50%; inconclusive = mostly about -30% to -49%; also: % is scaled to controls: 0 for no effect and ±100 for the full control effect
#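 THP-1 cells pretreated 1 hr with compounds (up to 57.5 uM final), then stimulated with LPS (250 ng/mL final) plus ATP (1.25 mM final); secreted IL-1B measured by AlphaLISA after 16 hr, decreased signal indicating inhibition.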
# KB-3-1 tox = qHTS assay for MDR1-selective chemotherapeutics: Primary screen using the parental adenocarcinoma cell KB-3-1; 400,000 tested, 1.4% active; KB-3-1 viability, CellTiter-Glo ATP luminescence, 72 h; Potency, µM (series often up to 46.1 µM), inactives show at the highest dose activity change, negative = cytotoxic, usual class: cytotoxic; also: potency is read from the fitted curve at half-maximal effect; % is scaled to controls: 0 for no effect and ±100 for the full control effect; nearly all actives have a fitted effect of over 60% in size
#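 Cytotoxicity in the drug-sensitive parental line KB-3-1 was scored as loss of CellTiter-Glo luminescence following 72 h incubation with compound. Values come from curve fitting of normalized concentration-response data.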
# DRD3 agonist = qHTS of D3 Dopamine Receptor Agonist: qHTS; AID 652048, 2013; D3R DiscoveRx beta-arrestin cells, luminescence, 90 min; 410,000 tested, 0.58% active; max activation, %; D(3) dopamine receptor (Homo sapiens), P35462; in the data active = max activation above about 30%; also: 0% is about no effect; mostly tested at two doses, the higher about 12 µM
# Target sequence (P35462 whole entry, looked up): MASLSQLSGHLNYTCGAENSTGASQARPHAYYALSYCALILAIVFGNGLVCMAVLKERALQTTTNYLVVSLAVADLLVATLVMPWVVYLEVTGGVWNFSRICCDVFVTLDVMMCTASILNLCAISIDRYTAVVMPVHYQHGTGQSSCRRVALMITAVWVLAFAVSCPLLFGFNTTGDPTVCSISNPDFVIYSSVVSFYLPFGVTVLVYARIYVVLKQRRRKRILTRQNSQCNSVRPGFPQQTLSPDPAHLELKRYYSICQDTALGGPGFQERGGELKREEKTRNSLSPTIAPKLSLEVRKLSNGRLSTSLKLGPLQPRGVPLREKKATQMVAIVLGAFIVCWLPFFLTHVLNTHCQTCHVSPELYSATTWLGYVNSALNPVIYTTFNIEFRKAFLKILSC
#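 Agonist mode: compounds and dopamine controls were applied to plated cells for 90 min at 37 degrees C after an overnight attachment at 1500 cells/well. Luminescent read-out followed 30 - 60 minutes at room temperature with DiscoveRx detection reagent.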
# MCF10A rerep = A quantitative high throughput screen for small molecules that induce DNA re-replication in MCF 10a normal breast cells; 350,000 tested, 2.9% active; MCF 10A DNA re-replication, Hoechst nuclear intensity, 48 h; AID 624296, 2012; Potency, µM (doses to about 46.1 µM), inactives show at the highest dose activity, positive = re-replication, usual class: activators; also: potency is read from the fitted curve at half-maximal effect; % of control where 0% means no effect; nearly all actives have a fitted effect of over 50% in size
# KB-V1 cytotox = qHTS assay for MDR1-selective chemotherapeutics: Primary screen using the drug-selected MDR subline cells KB-V1 | 400,000 tested, 3.4% active | KB-V1 MDR cells viability, CellTiter-Glo, 72 h | AID 1347076, 2019 | Potency, µM (doses to about 46.1 µM), inactives show top-dose activity change, negative = cytotoxicity, actives largely listed as cytotoxic; also: potency is read from the fitted curve at half-maximal effect; % is scaled to controls: 0 for no effect and ±100 for the full control effect; nearly all actives have a fitted effect of over 60% in size
#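 Luminescent ATP read-out (CellTiter-Glo, 10 min) measures survival of drug-selected KB-V1 MDR cells after 72 h, 37 degrees C compound exposure. Medium: phenol-red-free DMEM, 10% FBS. Values from fitted concentration-response curves.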
# HT1080NT lethal = qHTS for induction of synthetic lethality in tumor cells producing 2HG: qHTS for the HT-1080-NT fibrosarcoma cell line; HT-1080-NT fibrosarcoma viability, CellTiter-Glo ATP luminescence, 48 h; Potency, µM (titrated, usually from 46.1 µM), inactives show top-dose activity, negative = less viability, usual class: cytotoxic; 360,000 tested, 1.6% active; AID 686970, 2013;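 also: NT is the 2HG producing partner of a matched IDH1 knockdown line; potency is read from the fitted curve at half-maximal effect; 0% = DMSO-treated cells and -100% = media-only wells without cells; nearly all actives have a fitted effect of over 55% in size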
#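 Toxicity toward the 2HG-producing NT line was scored as %Activity, normalised to DMSO and no-cell wells, from CellTiter-Glo luminescence after 48 hours' treatment.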
# HT1080 IDH1KD tx = qHTS for induction of synthetic lethality in tumor cells producing 2HG: qHTS for the HT-1080-IDH1KD cell line | Potency, µM (series often up to 46.1 µM), for inactives: at the highest dose activity, negative = toxicity, most hits filed as cytotoxic | HT-1080 IDH1 knockdown viability, ATP luminescence, 48 h | 360,000 tested, 2% active;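 also: potency is read from the fitted curve at half-maximal effect; 0% = DMSO wells and -100% = cell-free medium wells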
#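 Viability of IDH1-knockdown HT-1080 fibrosarcoma cells was assessed by CellTiter-Glo after 48 h at 37 °C with titrated compound; concentration-effect curves were classified by fit quality and response size.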
# HEK293 tox = qHTS of GLP-1 Receptor Inverse Agonists: Cytotox Screen; Potency, µM (doses to about 38.3 µM), for the others: at the highest dose activity change, negative = inhibition, most hits filed as inhibitors; 410,000 tested, 0.13% active; HEK293 cAMP-luciferase reporter cells, luminescence, 24 h;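 also: loss of luciferase light is scored as toxicity; potency is read from the fitted curve at half-maximal effect; % is scaled to controls: 0 for no effect and ±100 for the full control effect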
#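 Luminescence readout: signal drop marks cytotoxicity. Plated cells grew 12 h at 37 °C, 5% CO2, received 23 nL compound for 24 h, then got luciferase reagent, read after 12 min at RT.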
# SW480 rereplic = A quantitative high throughput screen for small molecules that induce DNA re-replication in SW480 colon adenocarcinoma cells | SW480 DNA re-replication, Hoechst DNA content imaging, 48 h | 340,000 tested, 1.8% active | Potency, µM (highest dose often 46.1 µM), for the others: top-dose re-replication activation, hits mostly activators; also: potency is read from the fitted curve at half-maximal effect; % of control where 0% means no effect; nearly all actives have a fitted effect of over 55% in size
#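 DNA re-replication was detected as more nuclei of elevated Hoechst intensity after 48 hr exposure to compound (23 nL pinned per well of 250 cells).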
# * = called active by the depositor; ? = inconclusive; nt = no result given; & = joins results of further samples; ! = not confirmed by another sample; [ ] = dose if it differs, or a comment. Unless noted, calls follow the shape of the dose curve; as a rule, active = well fitted curve in the direction sought with a large enough effect; inconclusive = small, poorly fitted or top-dose-only effect, or another doubt; inactive = no such curve, though single readings can be large; an effect the other way counts as inactive or inconclusive.
SMILES,IL1B secr inh,KB-3-1 tox,DRD3 agonist,MCF10A rerep,KB-V1 cytotox,HT1080NT lethal,HT1080 IDH1KD tx,HEK293 tox,SW480 rereplic
COc1ccc(NC(=O)CNC(=O)Cn2c(C)cc3ccccc3c2=O)cc1OC,2.7,?,3.8&3.2,?,-11.5%&23.0%,-9.4%,-0.2%,4.2%&-0.8%,?
CC1CN(c2ccc(NC(=O)c3ccco3)cc2C(=O)O)CC(C)O1 (stereo unspecified),10.8,22.5%,0.3,0.3%,29.0%,11.8%,18.5%,-6.0%,-4.5%
Cc1ccccc1-n1c(=O)[nH]c(=O)c2c(N)c(C(=O)c3ccc(Cl)cc3)sc21,26.7,-11.7%,1.1,-0.8%,-10.9%,1.2%,-4.8%,-11.9%,-2.7%
O=C1CC2CS(=O)(=O)CC2N1c1ccc(Oc2ccccc2)cc1 (stereo unspecified),3.9,2.7%,-0.2,0.2%,-2.6%,-2.9%,3.9%,8.6%,2.3%[9.22 µM]
CSc1nc(NCc2ccccc2)c2c3c(sc2n1)CN(C)CC3,?,-7.5%,0.0,23.1µM*,?,?,?,22.7%,0.8%
O=C(NCc1ccco1)c1ccc(C(=O)NCc2ccco2)s1,-16.6,1.3%,-2.6,-0.6%[9.22 µM],15.9%,13.0%,19.6%,5.7%,3.7%
Cc1ccc(S(=O)(=O)Nc2cccc(-c3ccc4nncn4n3)c2)cc1,23.6,3.66µM*,-7.1,4.11µM*,16.4µM*,4.61µM*,3.26µM*,-4.1%,2.59µM*
O=c1oc2c(CN3CCCCC3)c(O)ccc2cc1-c1nc2ccccc2[nH]1,51.5,0.4%,1.0,27.1%,0.5%,14.4%,16.8%,nt,16.6%
CC(C)=CCC/C(C)=C/CNC(=O)C[C@H]1C[C@H](C(=O)N2CCOCC2)[C@@]2(C)c3[nH]c4ccc(Cl)cc4c3CCN2C1=O,-65.1*,?,-5.7,1.8%,?,6.0%,7.5%,-1.8%,0.0%
O=C(CSc1ncnc2ccccc12)NCc1ccco1,1.7,1.6%,-11.8,-4.7%,9.2%,19.7%,23.2%,-6.9%,0.0%
COc1cc(NC(=O)CCNC(=O)Cn2cnc3sc4c(c3c2=O)CCCC4)cc(OC)c1OC,12.6,4.2%,-2.1,1.0%,-11.0%,1.7%,4.6%,?,?
Cc1ccc(S(=O)(=O)c2c(Nc3ccccc3)sc(C(=O)c3ccc4c(c3)OCO4)c2N)cc1,nt,?,-12.6,nt,?,nt,nt,-2.8%,nt
O=C(NC(=S)Nc1ccccc1N1CCOCC1)c1ccc(Br)cc1,-6.3,-4.5%,-9.5,12.0%,-10.0%,6.7%,-1.8%,?,-8.4%
Cc1cc(NC(=O)NC2CC(=O)N(c3ccc4c(c3)OCCO4)C2)no1 (stereo unspecified),2.5,14.4%,-7.6,-1.6%,10.9%,-0.3%,-1.2%,-12.1%,0.4%
Cc1ccc2oc(-c3cccc(NC(=O)c4cc(-n5cnnc5)ccc4Cl)c3)nc2c1,0.7,-20.6%,0.3,8.2µM*,-10.6%,?,?,0.7%,?
CCOc1c(C)cc(-c2ncccc2O)cc1C,30.2&35.5,?,-22.4&0.1,11.6%&3.6%,13µM*!,-1.3%&-2.6%,-20.2%&16.3%,16.2%&-15.6%,14.1%&0.9%
COc1ccccc1OS(=O)(=O)c1ccc(NC(C)=O)cc1,67.2,0.0%,4.2,-6.5%,-21.4%,2.1%,-21.3%,5.7%,-1.6%
COc1cc(OC)cc(C(C(=O)NCc2ccccc2)N(Cc2ccco2)C(=O)c2ccno2)c1 (stereo unspecified),-1.7,-4.9%,-6.7,-1.2%,?,-1.8%,-5.3%,6.6%,0.0%
COc1cc(C(=O)N2CCN(c3ccccc3Cl)CC2)ccc1OCC(=O)N1CCOCC1,-4.8,-2.0%,1.8,-5.9%,-6.9%,-1.7%,-2.8%,0.0%,-14.6%
COc1cc2nc(CN3CCN(S(=O)(=O)c4ccccc4[N+](=O)[O-])CC3)[nH]c(=O)c2cc1OC,?,10.4%,-10.0,nt,-3.8%,-12.9%,?,-39.5%,nt
O=C(O)c1cc(=O)c2ccccc2[nH]1,21.7,0.0%,-34.8,-7.6%,?,-2.8%,-4.6%,3.2%,7.1%
Cc1ccc2onc(CC(=O)N3CCN(c4ccccc4)CC3)c2c1,nt,-6.7%,-2.8,nt,0.0%,nt,nt,2.2%,nt
Cc1ccn2cc(CCNC(=O)c3ccc(Br)o3)nc2c1,52.7,20.9%,-3.3,0.2%,?,27.1%,-0.7%,-10.9%,-14.5%
CCCN(C(=O)c1cc(S(=O)(=O)N(C)c2ccccc2OC)ccc1C)C1CCS(=O)(=O)C1 (stereo unspecified),-10.9,1.7%,-9.1,4.2%,-0.9%,-0.6%[9.24 µM],-1.8%,8.4%,-31.9%[inhibitor]
CC(C)=CCN1CCN(CCCc2ccccc2)CC1CCO (stereo unspecified),0.0,-1.6%,-14.9,17.4%,-5.2%,0.3%,-0.2%,-1.4%,-12.5%
Cc1ccc(S(=O)(=O)NCc2ccccc2)cc1C(=O)NC1CCC(C)CC1 (stereo unspecified),-10.2,-1.8%,4.2,1.1%,-8.2%,-3.1%,0.3%,3.8%,-4.0%
COc1cc(/C=C/C(=O)Nc2cc(S(=O)(=O)N3CCOCC3)ccc2N2CCCC2)cc(OC)c1OC,?,-14.6%,-15.3,3.0%,-12.0%,-0.3%,1.0%,-1.0%,-5.7%
CCNS(=O)(=O)c1ccc(CCC(=O)N2CCN(c3ccccc3)CC2)cc1,-4.6,0.6%,0.1,-3.0%,?,4.8%,4.6%,4.0%,-0.4%
Cc1cccc(C)c1-n1nnnc1C(c1ccnc2ccccc12)N(C)Cc1ccc(Cl)c(Cl)c1 (stereo unspecified),38.6,?,-3.2,nt,?,20.3%,19.0%,-10.6%,nt
Cc1occc1C(=O)Nc1ccc(S(=O)(=O)N2CCCC2)cc1,-9.8,0.5%,-8.1,1.9%,-24.1%,-2.5%,-18.7%,-4.2%,-8.0%

# Compound profiles, as listed above. Order of screens: IL1B secr inh | KB-3-1 tox | DRD3 agonist | MCF10A rerep | KB-V1 cytotox | HT1080NT lethal | HT1080 IDH1KD tx | HEK293 tox | SW480 rereplic
# Profile of CCOc1c(C)cc(-c2ncccc2O)cc1C = 30.2&35.5 | ? | -22.4&0.1 | 11.6%&3.6% | 13µM*! | -1.3%&-2.6% | -20.2%&16.3% | 16.2%&-15.6% | 14.1%&0.9%
# Profile of COc1cc(C(=O)N2CCN(c3ccccc3Cl)CC2)ccc1OCC(=O)N1CCOCC1 = -4.8 | -2.0% | 1.8 | -5.9% | -6.9% | -1.7% | -2.8% | 0.0% | -14.6%

# Continued.
SMILES,IL1B secr inh,KB-3-1 tox,DRD3 agonist,MCF10A rerep,KB-V1 cytotox,HT1080NT lethal,HT1080 IDH1KD tx,HEK293 tox,SW480 rereplic
Nc1ccc(OCc2ccco2)cc1,-2.0,-2.7%,13.9,4.2%,?,-21.2%,?,-6.5%,11.4%
O=C(CSc1ccccc1)Nc1ccc(S(=O)(=O)NCC2CCCO2)cc1 (stereo unspecified),6.8,-1.2%,9.0,-9.9%,-3.2%,-0.9%,?,-11.2%,-0.6%
COCc1[nH]nc2c1C(c1ccc(OC)cc1)C(C#N)=C(N)O2 (stereo unspecified),-13.4,-4.8%,0.9,?,2.0%,1.8%,0.5%,60.7%,1.6%
Cc1ccc(Nc2nnc(C(C)(C)C)c(=O)n2N)cc1,0.0,11.7%,6.5,-4.8%,4.8%,25.9%,18.6%,-7.2%,-6.4%
COc1ccc(C(=O)NNC(=O)COC(=O)c2sccc2C)cc1,5.3,0.0%,-0.5,11.8%,0.4%,0.9%,11.8%,6.2%,-5.7%
CCOC(=O)C1=NN(C(C)=O)C2C(=O)N(CC)C(=O)C12 (stereo unspecified),21.4,3.5%,-5.8,-2.4%,12.2%,3.3%,-0.6%,-5.5%,-8.4%
COc1cc2c(cc1NC(=O)CSc1ccc(Cl)cc1)oc1ccccc12,-5.0,-20.8%,2.3,-0.1%,?,24.3%,26.0%,3.3%,-74.7%[inhibitor]
C[C@H](CO)N1C[C@H](C)[C@@H](CN(C)Cc2ccc3cccnc3c2)OCc2cnnn2CCCC1=O,1.9,4.8%,0.4,nt,-21.3%,0.5%,-0.2%,2.7%,nt
O=C(NCc1ccccc1Cl)[C@H]1CCCN1C(=O)[C@H]1CCCN1C(=O)c1ccccc1,3.3,2.5%,0.9,nt,-16.2%,18.7%,10.2%,-6.7%,nt
O=C(CN1C(=O)c2ccccc2C1=O)NNC1=NS(=O)(=O)c2ccccc21,-11.9,0.2%,3.7,11.9%,-3.4%,14.5%,17.2%,-0.8%,5.2%
COc1ccc(S(=O)(=O)N(C)c2ccc(C(=O)Nc3ccccc3C(=O)N3CCOCC3)cc2)cc1OC,-6.1,18.6%,1.2,4.1%,-28.7%,-0.9%,-12.6%,5.1%,-3.1%
CCOC(=O)c1c(NC(=O)/C=C/c2ccc(C)cc2)sc(C(C)=O)c1C,nt,-1.8%,-1.6,nt,?,nt,nt,18.2%,nt
COc1cc2c(cc1OC)C(C)N(S(=O)(=O)c1cn(C)c(C)n1)CC2 (stereo unspecified),-6.4,17.4%,3.8,0.9%,?,10.8%,5.9%,0.0%,-7.9%
Cc1ccc(NC2CCCN(C(=O)CCc3ccncc3)C2)cc1C (stereo unspecified),35.0,0.8%,-1.1,5.2%,3.3%,19.2%,14.0%,4.0%,?
CCCCN(C=O)c1c(CC)nc2ccc(C(=O)NCCN(C)C)cn12,-9.1,0.0%,-22.6,nt,2.1%,11.5%,12.1%,6.0%,nt
